# MT stabilize HCS: microtubule stabilizers in HeLa cells, primary screen, imaging, high-content imaging; HeLa tubulin immunostaining HCS, 24 h; share of cells brighter than vehicle mean+2SD; % tubulin-high responders, % at 10 µM; hit rate 0.83% among 200,000; AID 2205, 2009;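 active = plate Z-score above 3 for both tubulin-high and condensed-nucleus cell shares, with cell loss under 80%, at 10 µM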;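 note: anti alpha tubulin signal scored within the nucleus-defined area of each cell; some results filed as inactive read as strong as hits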
# ER stress rescue: rescue of cells from ER stress-induced death, primary screen, 384-well, CSM14.1, thapsigargin, ATP luminescence (AID 1222); 190,000 tested, under 10 active; cellular ATP content (survival), % at 20 µM, or EC50 in µM where a hit was titrated; CSM14.1 thapsigargin-induced death rescue, ATP luminescence; higher % means a stronger effect;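 active = EC50 below 50 µM in the dose-response confirmation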;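 note: death triggered by thapsigargin at about 15 µM added after 2 h compound pretreatment; cell ATP read after overnight thapsigargin exposure of roughly 18 to 22 hours; normalized against plate controls of thapsigargin alone and 5% DMSO vehicle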
# WT yeast gro inh: growth inhibition of WT strain, primary screen, mitochondrial fusion inhibitor project, WT and mutant strains, chemical genetic. inhibition, % at 10 µM. hit rate 2.1% among 190,000. mitochondrial fusion phenotypic screen. AID 1362, 2008; in the data active = inhibition above about 58%; tested in S. cerevisiae
# Autophagy HCS: autophagy modulators in MEF cells, primary screen, imaging, high-content, MEF GFP-LC3 | MEF GFP-LC3 puncta imaging; test concentration mostly 10 µM | AID 463193, 2010 | hit rate 0.98% among 190,000 | calls only at 10 µM (by protocol);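 active = percentage of spot-positive cells more than 3 SD above its plate mean, without a fluorescence outlier flag or 80% toxicity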;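 note: spot-positive cell cutoff set from DMSO-treated cells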
# Hep lipid drop: inhibitors of hepatocyte lipid droplet formation, primary screen, imaging, high-throughput imaging, BODIPY stain; hit rate 0.4% among 240,000; AID 1656, 2009; inhibition, % at 6.5 µM; AML12 mouse hepatocytes, oleate lipid droplets;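 active = lipid droplet intensity inhibited by at least 50%, with more than 500 cells counted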
#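 Material – AML12 mouse liver cells · Also added – oleate loading, 100 µM · Compound dosing – 6.5 µM single-point dosing · Times – overnight treatment with compound plus oleate · Measured by – fluorescence imaging, 20x objective, two fields per well · Read-out – percent inhibition of filter-corrected integrated lipid droplet intensity per well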
# XIAP displacement: XIAP antagonists, biochemical, IAP family, fluorescence polarization (AID 1018) | E3 ubiquitin-protein ligase XIAP (Homo sapiens) | displacement, % at 20 µM, or IC50 in µM where a hit was titrated | hit rate 0.007% among 200,000 | XIAP BIR domain, fluorescence polarization peptide displacement; higher % means a stronger effect; in the data active = displacement above about 50%; note: a part of the inactive calls stands beside numbers as strong as those of hits
# Ins promoter up: insulin promoter activators in MIN6 cells, imaging, high-content screening, mouse beta cells; MIN6 insulin promoter-GFP reporter; stronger effect = higher value; z-score at 5 µM; hit rate 0.3% among 190,000; AID 1625, 2009;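 active = z-score above 3 at 5 µM with at least 500 cells counted in the well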
# Dynein transport: inhibitors of GR-EGFP nuclear translocation, primary screen, dynein cargo transport inhibitor project, imaging, high-content, 3617.4 mouse cells. test concentration mostly 20 µM; stimulated with dexamethasone, 1 µM; stronger effect = lower value. z-score, hits read low. hit rate 0.47% among 220,000. AID 1381, 2008;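 active = plate z-score of nuclear minus cytoplasmic receptor signal below a set negative limit, without overly bright fluorescence or cell loss, cut at about -3.5 in these data, passing the limit was not always enough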;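 note: z-score of nuclear minus cytoplasmic ring GR-EGFP intensity difference per well; some compounds called inactive have numbers as strong as hits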
#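 Buffer or medium: tet-free medium with charcoal-stripped serum / Also added: dexamethasone agonist, 1.0 µM final, for 30 min / Timing: induction 48 h, compound 1 h, agonist 30 min / Measured by: high-content fluorescence imaging after fixation / Read-out: nuclear-to-cytoplasmic GR-EGFP distribution per well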
# b-catenin transl: modulators of beta-catenin nuclear translocation, primary screen, imaging, HeLa cells, immunofluorescence, high-content; hit rate 0.3% among 190,000; nuclear translocation activity, % at 5 µM;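 active = nuclear translocation activity above 50% at 5 µM, with a well cell count of 50 or more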;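 note: per-cell ratio of nuclear to cytoplasmic median beta-catenin stain intensity; plate controls were DMSO negative control for no effect and GSK-3 inhibitor IX positive control for full effect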
#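 Test system: human HeLa cell line; Doses: 5 µM primary, 0.02–20 µM confirmation; Incubation: 24 h compound exposure, 37°C; Detection: beta-catenin immunofluorescence imaging with DAPI; Read-out: beta-catenin nuclear/cytoplasmic ratio, % activation.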
# WT yeast gro inh mutant strain: further read-out of WT yeast gro inh, marked with its call; inhibition, %; mitochondrial fusion phenotypic screen, mutant strain inhibition
# Dynein transport cytoplasmic EGFP: recorded beside Dynein transport, whose call it bears; z-score; measured here: cytoplasmic GR-EGFP intensity; stronger effect = higher value
# Dynein transport nuclear GR-EGFP: recorded beside Dynein transport, whose call it bears; z-score; measured here: nuclear GR-EGFP intensity;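 lower value marks the stronger effect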
# Dynein transport cell count: also measured in Dynein transport; calls as there; z-score; measured here: cell count per field
# Ins promoter up cell count: recorded beside Ins promoter up, whose call it bears; cell count; measured here: cytotoxicity, nuclei count;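 total cells summed across four imaged fields per well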
# Hep lipid drop cells 6.5 µM: further read-out of Hep lipid drop, marked with its call; cell count; measured here: cell count, cytotoxicity flag;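 cells counted across two imaged fields per well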
# b-catenin transl cell count 5 µM: also measured in b-catenin transl; calls as there; cell count; measured here: cell count, cytotoxicity flag
# MT stabilize HCS Hoechst-high %: recorded beside MT stabilize HCS, whose call it bears; % Hoechst-high responders; measured here: nuclear condensation Hoechst responders;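 share of cells brighter than vehicle mean plus two SD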
# MT stabilize HCS cytotoxicity %: also measured in MT stabilize HCS; calls as there; toxicity, %; measured here: cytotoxicity by cell density;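 0% = mean cell density of plate MIN control wells and 100% = no cells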
# Autophagy HCS cell loss 18 h: recorded beside Autophagy HCS, whose call it bears; toxicity, %; measured here: cell loss, nuclei count;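 cell loss after 18 h compound exposure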
# The depositor's hits bear a star; i = inactive; · = no result given. Outcome played no part in choosing rows; overall some 4% were active at least once.
# Order of results: MT stabilize HCS, MT stabilize HCS Hoechst-high %, MT stabilize HCS cytotoxicity %, ER stress rescue, WT yeast gro inh, WT yeast gro inh mutant strain, Autophagy HCS, Autophagy HCS cell loss 18 h, Hep lipid drop, Hep lipid drop cells 6.5 µM, XIAP displacement, Ins promoter up, Ins promoter up cell count, Dynein transport, Dynein transport cytoplasmic EGFP, Dynein transport nuclear GR-EGFP, Dynein transport cell count, b-catenin transl, b-catenin transl cell count 5 µM
1: COc1ccccc1C(=O)C1CCCN(C(=O)c2cc(CC(C)C)nc(C)n2)C1 (stereo not drawn)
    3.2, 0.8, 4.3, -0.7%, 2.3, -7.3, i, -9.2, 0.0, 722, -5.5%, 0.97, 1543, 2.04, -0.218, 0.742, -1.12, 1.9, 1009
2: CCC1S/C(=N\S(=O)(=O)c2cccs2)N(C2CCCCC2)C1=O (stereo not drawn)
    1.8, 1.5, 7.7, -1.0%, 24.9, 29.6, i, -15.5, 1.8, 796, -2.0%, -0.37, 881, 3.48, -0.226, 1.5, -0.415, ·, ·
3: COCCn1c(CN2CC(C)CC(C)C2)nc2c1c(=O)n(C)c(=O)n2C (stereo not drawn)
    2.7, 2.3, 4.1, -1.5%, 3.7, 1.3, i, -4.2, ·, ·, -13.6%, 1.07, 901, -0.456, -0.0331, -0.0513, -0.226, ·, ·
4: O=C1c2ccccc2C(O)N1CCN1CCOCC1 (stereo not drawn)
    4.1, 2.6, 7.0, -0.5%, 3.5, -1.4, ·, ·, -1.1, 731, -5.2%, 0.79, 1264, 1.13, 0.0211, 1.07, -1.13, -3.8, 1141
5: C[C@@H](C(=O)N1CCNCC1)n1cc(CCCN=C(N)N)nn1
    2.7, 1.9, 8.7, -0.9%, -3.4, -4.7, i, -4.3, -2.2, 683, -3.2%, 1.2, 1391, -0.65, -0.239, -0.127, 0.557, -1.6, 1102
6: COc1ccc(N(C(=O)CSCC(=O)Nc2cc(C)on2)C(C(=O)NC2CCCCC2)c2ccc(O)c(O)c2)cc1 (stereo not drawn)
    3.2, 2.0, 6.1, 0.0%, -8.7, 7.8, i, -0.6, -11.2, 567, 5.3%, -1.96, 1440, -0.133, -0.246, 0.0109, 1.26, 2.5, 1064
7: CC(C)CC(C(=O)NC(C)(C)C)N(CC1CCCO1)C(=O)c1snc(C(N)=O)c1N (stereo not drawn)
    1.8, 1.4, 9.1, -0.8%, -6.2, 2.8, i, 3.1, 1.2, 696, 2.2%, ·, ·, -0.415, -0.34, -0.313, 0.883, 0.6, 1603
8: C=CCn1c(COc2ccccc2F)nnc1SCC(=O)N1CC(=O)Nc2ccccc21
    1.6, 1.9, 6.2, -2.4%, -18.2, 7.3, i, -1.0, 0.3, 742, -5.1%, 0.83, 1247, 0.294, -0.177, 0.425, -0.601, ·, ·
9: Cc1sc2ncnc(OCC(=O)NC(C)C(C)C)c2c1C (stereo not drawn)
    2.5, 0.9, 2.9, ·, -10.4, -9.1, i, 1.1, 3.8, 704, -8.5%, 0.01, 1282, -0.903, 0.198, -0.292, 0.721, -4.5, 1080
10: COc1ccc(/C(O)=C2\C(=O)C(=O)N(CCN(C)C)C2c2cccc(OC)c2OC)cc1Cl (stereo not drawn)
    3.1, 3.1, 11.9, -0.8%, 33.1, 15.9, i, -10.0, ·, ·, -4.4%, 0.16, 1351, 0.663, -0.177, 1.05, -1.12, -6.8, 989
11: O=C1C2CCCN2C(c2cccs2)N1c1ccc(F)cc1 (stereo not drawn)
    2.0, 0.7, 2.8, -4.6%, -11.9, -2.8, i, 23.5, 4.9, 706, -0.8%, 0.03, 1344, 0.0135, -0.253, -0.0416, 0.175, 0.0, 1155
12: N=C(N)SCc1ccccn1
    2.9, 3.2, 1.6, -1.3%, -1.4, -16.3, i, -10.9, 16.7, 661, 0.0%, 0.97, 997, -0.569, -0.302, -0.649, 0.791, ·, ·
13: O=C(Nc1ccc(N2CCCCC2)cc1)c1cccnc1
    5.2, 0.8, 13.1, -2.4%, 9.0, -1.2, i, -7.4, -19.1, 791, -3.1%, 3.44*, 1242*, 1.05, -0.0866, 1.54, -2.58, -0.2, 1013
14: COc1cc(/C=C(\C#N)c2nc3ccc(C)cc3[nH]2)cc([N+](=O)[O-])c1O
    2.9, 0.8, 1.6, 4.6%, 0.1, -3.4, i, -4.4, 4.7, 688, -4.3%, -0.71, 1448, 0.598, -0.218, 0.485, 0.0786, 0.7, 1479
15: O=C(Nc1nc2cc3c(cc2s1)OCO3)C1=COCCO1
    3.6, 3.5, 1.1, -7.3%, 18.1, 2.6, i, 15.5, 11.4, 738, -4.5%, 0.3, 1150, 0.573, -0.221, 1.38, -0.929, 1.8, 520
16: Cc1ccc(S(=O)(=O)/N=C2\CN(C)C(=O)N2C)cc1
    2.9, 1.5, 6.4, -2.6%, 2.1, 0.5, i, 21.1, -3.6, 705, 2.7%, 0.11, 1197, -0.64, -0.199, 0.252, 0.495, 0.4, 599
17: CCOc1cc(NC(=S)NCCCN2CCOCC2)c(OCC)cc1NC(=O)c1cccc(F)c1
    4.0, 1.0, 5.7, -1.2%, -24.1, -5.9, i, 11.5, 24.8, 687, -4.9%, -0.29, 1652, -0.359, 0.383, -0.373, 0.649, 0.3, 1410
18: CNC(=O)CCCc1nc(-c2ccccc2Cl)no1
    0.9, 1.6, 9.6, -0.6%, -6.4, 20.8, i, 14.2, 10.0, 761, -6.6%, -1.13, 886, -0.0552, -0.166, -0.248, 0.258, ·, ·
19: O=C(NCc1cccnc1)c1ccc(COc2ccc(Cl)cc2)cc1
    3.1, 1.3, 10.3, 0.8%, 28.9, 25.2, i, 9.5, 14.5, 689, -7.2%, -2.24, 868, -0.666, -0.0606, -0.213, 0.437, -0.4, 1049
20: O=C(COc1cc(Cl)ccc1Cl)Nc1ccc2c(c1)CCC2
    2.0, 1.6, 1.8, -0.7%, 2.8, -29.5, i, -7.4, 1.5, 521, -0.8%, 0.02, 1293, -0.307, -0.306, -0.541, 0.537, 1.3, 983
21: O=C1c2ccccc2C(=O)C1Cc1cccc2ccccc12
    1.2, 1.6, 10.0, -1.2%, -4.6, -16.8, i, -3.2, -9.6, 795, -1.5%, 0.09, 952, -0.0588, -0.276, 0.168, 0.749, ·, ·
22: CCC(=O)Nc1cccc(-n2nnnc2SCC(=O)NCc2ccco2)c1
    4.9, 3.6, 12.2, 5.6%, -4.3, 8.1, i, 20.0, 5.4, 717, -4.9%, -1.35, 989, 0.00944, -0.292, 0.161, 0.457, -3.7, 1190
23: CC(C)c1nc(SCC(=O)Nc2cccc(S(N)(=O)=O)c2)n[nH]1
    3.0, 2.1, 7.5, -1.0%, 6.8, 14.5, i, 2.8, 8.5, 763, -3.4%, ·, ·, 0.241, -0.238, 0.113, 0.00626, ·, ·
24: CCOC(=O)N1CCC(N2CC34C=CC(O3)C(C(=O)Nc3ccc(C(C)C)cc3)C4C2=O)CC1 (stereo not drawn)
    3.0, 2.8, 4.7, 0.0%, 11.3, 4.6, ·, ·, ·, ·, -3.1%, -1.94, 808, -0.398, -0.226, -0.191, 0.231, -1.1, 1178
25: O=C(COC(=O)CCN1C(=O)c2cccc([N+](=O)[O-])c2C1=O)NCc1ccccc1
    4.4, 1.4, 2.3, ·, 11.8, 9.9, i, -6.8, 3.9, 717, -2.2%, 0.4, 1276, 0.733, -0.253, 0.604, 0.881, -1.4, 1127
26: C=CCSC(=C(C#N)C#N)c1cc2c([nH]1)CCCC2
    5.8, 3.6, 7.4, 4.7%, 34.9, 19.1, i, 48.2, -4.8, 769, -3.5%, 0.75, 719, -4.01*, 1.98*, -2.03*, 2.37*, -1.4, 1101
27: C/C(=N\NC(=O)c1nonc1N)c1cccs1
    7.4, 2.5, 5.5, -0.2%, 20.0, 3.3, i, 14.1, 16.8, 629, -0.3%, -0.19, 1434, -0.0506, -0.225, 0.399, 0.269, -0.8, 1118
28: COc1cc(S(=O)(=O)NC2CCCC2)ccc1Cl
    4.0, 1.2, 8.2, -2.3%, 3.8, -22.7, i, 5.5, -7.9, 778, -0.8%, ·, ·, 2.91, -0.121, 1.88, -2.44, ·, ·
29: Cc1ccc(NCc2nnc(SCCN3CCCCC3)n2CC2CCCO2)cc1Cl (stereo not drawn)
    4.4, 1.3, 4.8, 6.4%, 16.7, -12.5, i, 21.6, -34.0, 673, -3.2%, -0.98, 932, -0.122, -0.313, 0.271, 0.244, -0.3, 1148
30: Cc1cc(C)n(S(=O)(=O)c2ccccc2)n1
    ·, ·, ·, ·, ·, ·, ·, ·, -2.3, 691, ·, -0.55, 1017, -1.14, -0.204, -0.211, 1.53, 1.8, 1331
31: CC(NC(=O)Cn1cc2c(n1)CCCCC2)c1ccccc1 (stereo not drawn)
    6.4, 1.6, 4.0, ·, 13.6, -4.4, i, -7.4, -11.6, 522, -1.0%, 1.01, 1917, 0.895, -0.228, 0.587, 0.0922, -1.5, 1174
32: O=C(C1=C[C@H](C2CCCCC2)C[C@H](OCc2ccc(CO)cc2)O1)N1CCOCC1
    2.4, 1.6, 8.0, 4.0%, 6.0, -0.2, i, -0.8, -1.7, 674, -1.4%, -1.13, 1486, 2.48, -0.116, 1.6, -1.91, -1.2, 1141
33: COC(=O)N/N=C/c1cn(Cc2ccc(F)cc2)c2ccccc12
    ·, ·, ·, ·, ·, ·, ·, ·, 5.8, 704, ·, 0.32, 1098, -0.575, -0.222, -0.386, 0.721, -0.1, 1209
